# Source: PubChem (The Scripps Research Institute Molecular Screening Center)
# GPR151 activ: activates the human receptor GPR151; Q8TDV0; PathHunter beta-arrestin GPR151 cells, luminescence; activation, % at 11.2 µM; hit rate 1% among 650,000; in the data active = activation above about 4.9%;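 also: 0% = median of compound wells and 100% = cells with positive control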
# Target sequence (Q8TDV0 whole entry, looked up): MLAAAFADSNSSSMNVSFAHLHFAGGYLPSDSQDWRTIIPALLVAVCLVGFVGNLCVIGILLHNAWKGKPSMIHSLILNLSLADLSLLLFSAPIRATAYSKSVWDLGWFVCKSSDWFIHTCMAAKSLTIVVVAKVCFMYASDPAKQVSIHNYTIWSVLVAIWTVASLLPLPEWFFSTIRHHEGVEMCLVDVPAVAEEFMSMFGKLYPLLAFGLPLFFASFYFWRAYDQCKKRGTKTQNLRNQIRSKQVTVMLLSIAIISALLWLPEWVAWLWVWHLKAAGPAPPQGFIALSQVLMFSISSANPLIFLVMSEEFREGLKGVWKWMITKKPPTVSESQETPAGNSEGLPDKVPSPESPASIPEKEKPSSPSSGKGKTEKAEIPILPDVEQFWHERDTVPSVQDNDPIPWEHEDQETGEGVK
# TEAD-YAP block: TEAD-YAP interaction inhibition | HEK-TIYL cells, TEAD-Gal4/YAP UAS-luciferase luminescence | hit rate 1.4% among 640,000 | inhibition, % at 9.12 µM; in the data active = inhibition above about 32%;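 also: 0% = median of test compound wells and 100% = reference inhibitor wells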
# MITF inh: human MITF inhibition, primary screen; inhibition, % at 2.6 µM; AlphaScreen MITF homodimerization, bead proximity signal; hit rate 0.91% among 650,000; AID 1259374; in the data active = inhibition above about 50%;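 also: 0% = vehicle wells with protein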
# Target sequence (O75030 whole entry, looked up): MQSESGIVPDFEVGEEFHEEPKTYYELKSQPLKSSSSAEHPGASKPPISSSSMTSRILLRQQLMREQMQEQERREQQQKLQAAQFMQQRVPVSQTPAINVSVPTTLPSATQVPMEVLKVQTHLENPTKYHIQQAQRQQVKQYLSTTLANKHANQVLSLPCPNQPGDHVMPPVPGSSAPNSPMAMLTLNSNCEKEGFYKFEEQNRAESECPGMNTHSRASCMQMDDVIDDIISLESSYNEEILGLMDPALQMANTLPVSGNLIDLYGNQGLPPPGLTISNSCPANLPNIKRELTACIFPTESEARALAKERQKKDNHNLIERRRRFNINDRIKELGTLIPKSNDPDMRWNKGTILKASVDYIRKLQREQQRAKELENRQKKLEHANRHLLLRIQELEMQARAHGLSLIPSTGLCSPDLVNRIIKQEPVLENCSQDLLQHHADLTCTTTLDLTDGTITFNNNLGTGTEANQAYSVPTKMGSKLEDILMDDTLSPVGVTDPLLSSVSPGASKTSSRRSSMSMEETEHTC
# FBW7 activator: human FBW7 E3 ligase activation, primary screen; AlphaScreen FBW7–phospho-cyclin E peptide binding, activator screen; Q969H0; normalized activity (activation), % at 26.1 µM; AID 1259310; hit rate 0.13% among 650,000; in the data active = normalized activity above about 1.9%;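 also: purified mutant Fbw7 with reduced substrate affinity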
# * marks the source's active call; other numbers are inactive results.
# Under each structure – GPR151 activ	MITF inh	FBW7 activator	TEAD-YAP block
Cc1ccccc1-n1nc2c(c1NC(=O)C(C)Oc1ccccc1)CS(=O)C2 (stereo not given)
 : -1.1	-15	0.1	-1
COc1ccc(-c2cc(-c3ccc(OC)cc3)c(C#N)c(SCC(=O)NC3CCCCC3)n2)cc1
 : 1.2	5	-0.2	-3
Cc1c(NS(=O)(=O)c2cccc(C(=O)O)c2)c(=O)n(-c2ccccc2)n1C
 : 0.5	-5	0.1	-3
Cc1cc(Br)ccc1NC(=O)Cc1c(C(=O)O)n(C)c2ccccc12
 : -0.2	2	-0.1	6
COc1ccc(C)cc1NC(=O)CNC(=O)c1nn(-c2ccc(OC)c(OC)c2)c(=O)c2ccccc12
 : -0.3	-5	-0.2	35*
COc1ccc(N2C(=O)CC(NCCc3ccccc3F)C2=O)cc1 (stereo not given)
 : -0.8	1	0.1	-5
CCOC(=O)C1(Cc2cccc(F)c2)CCN(Cc2cnn(C)c2)CC1
 : -0.1	4	-0.1	5
COc1ccc(S(=O)(=O)NCCc2cn3cccc(C)c3n2)cc1OC
 : 0.7	8	-0.1	-2
COc1cccc(OCC(=O)NNC(=O)C(c2ccccc2)c2ccccc2)c1
 : 0.9	2	0.0	7
Cc1nc2sc3c(c2c2nnc(SCC(=O)NCc4cccs4)n12)CCCC3
 : -1.7	16	0.3	7

# Brought forward from above: three compounds; new compounds follow.
# Under each structure – GPR151 activ	MITF inh	FBW7 activator	TEAD-YAP block
COc1ccc(S(=O)(=O)NCCc2cn3cccc(C)c3n2)cc1OC
 : 0.7	8	-0.1	-2
COc1cccc(OCC(=O)NNC(=O)C(c2ccccc2)c2ccccc2)c1
 : 0.9	2	0.0	7
Cc1nc2sc3c(c2c2nnc(SCC(=O)NCc4cccs4)n12)CCCC3
 : -1.7	16	0.3	7
Cc1ccc(N(C(C)C(=O)NC(C)c2ccccc2)S(C)(=O)=O)cc1C (stereo not given)
 : 3.1	7	0.1	3
COC(=O)c1ccc(CSc2nncc3ccccc23)cc1
 : -0.9	12	0.2	-7
COC(=O)Cn1cc(C(C)=O)c2ccccc21
 : 0.2	17	-0.9	0
O=C(Cc1c[nH]c2ccccc12)N1CCc2c(nc(N3CCCC3)[nH]c2=O)C1
 : -0.3	12	0.5	7
Oc1c(C(c2ccccc2)N2CCOCC2)ccc2cccnc12 (stereo not given)
 : 0.0	12	-1.2	87*
COC(=O)C1=C(O)/C(=C/c2cc(C)n(-c3cccc(Cl)c3)c2C)N=C1C
 : -0.4	9	-0.6	1
CCCC(C)NCC(O)COc1ccc(C(C)=O)cc1 (stereo not given)
 : 0.0	22	-0.3	3
CCc1c(C)nc(N2CCN(Cc3ccccc3)CC2)[nH]c1=O
 : 0.5	11	1.4	5
Cc1[nH]n(-c2ccc(Cl)cc2)c(=O)c1C=Nc1ccc(S(=O)(=O)Nc2ccccc2)cc1
 : -1.7	4	-0.3	12
Cc1cc(NCCOc2ccccc2)nc(-c2cccs2)n1
 : -0.1	40	-0.1	-15
O=C(CCCc1ccccc1)NCCOc1ccccc1
 : 5.2*	6	0.3	-7
Cc1sc(NC(=O)CN(Cc2ccccc2)C(=O)c2ccncc2)c(C(N)=O)c1C
 : -0.4	-3	0.6	4
C[C@@H]1CN(C(=O)C2CC23CCN(Cc2cc(F)cc(F)c2)CC3)C[C@H](C)O1 (stereo not given in full)
 : 3.8	0	-0.1	0
CCSc1ccc(NC(=O)Cc2ccccc2)cc1
 : -1.9	9	0.1	-54
CCN(CC)C(=O)c1ccc(C)c(Cl)c1
 : -0.7	-2	0.4	0
CC(=O)Nc1nnc(SCCC#N)s1
 : 0.1	6	0.1	-3
COc1ccc(/C=N/NC(=O)C(O)c2ccccc2)cc1I (stereo not given)
 : -0.8	35	0.2	-22
O=C1C2C3CCC(C3)C2C(=O)N1c1ccc(OS(=O)(=O)c2ccccc2)cc1 (stereo not given)
 : 7.6*	-12	0.1	-37
Cc1ccc(C2CC(c3ccc(Cl)cc3)Nc3nc(N)nn32)cc1 (stereo not given)
 : 1.3	13	0.0	4
COc1ccc(-n2c(C)c(C(C)=O)c3cc(OC(=O)c4ccccc4Br)ccc32)cc1
 : -1.9	12	1.3	5
COc1ccc(C2CC(C(F)(F)F)n3ncc(C(=O)N4CCc5cc(OC)c(OC)cc5C4C)c3N2)cc1OC (stereo not given)
 : -1.8	-11	0.1	-31
O=C(CCCCCn1c(SCc2c(F)cccc2Cl)nc2ccsc2c1=O)NCCc1ccccc1
 : 0.2	11	0.2	-3
CN1CCN(c2ccc(CNS(=O)(=O)c3ccc(-c4ccon4)s3)cc2)CC1
 : 0.1	7	-0.1	0
CC(C)N(CCNC(=O)C1CCN(c2ccc(Nc3nccc4ccccc34)nn2)CC1)C(C)C
 : 3.0	5	0.0	0
Cc1nc(C)n(-c2ccc(Nc3nccc(-c4cc(F)cc(-c5c(C)n[nH]c5C)c4)n3)cc2)n1
 : 0.3	4	-0.1	-7
COc1cccc(/C=N/NC(=O)COc2cccc(Br)c2)c1OC
 : 0.5	-6	0.0	-3
COc1ccc(CN(C)Cc2ccccc2)cc1
 : -0.2	41	0.7	1
CCOC(=O)C1(Cc2ccc(Cl)cc2)CCN(C(=O)C2=NNC(=O)CC2)CC1
 : -1.2	-4	0.1	-5
O=C(Oc1ccccc1)c1cc2cc(Br)cc(Br)c2oc1=O
 : 0.9	8	0.0	-2
N/C(Cc1ccc([N+](=O)[O-])cc1)=N\OC(=O)c1ccco1
 : -1.3	12	0.9	-18

# Reformatted as tab-separated lines: 7 of the compounds above
SMILES	GPR151 activ	MITF inh	FBW7 activator	TEAD-YAP block
O=C1C2C3CCC(C3)C2C(=O)N1c1ccc(OS(=O)(=O)c2ccccc2)cc1 (stereo not given)	7.6*	-12	0.1	-37
Cc1ccc(C2CC(c3ccc(Cl)cc3)Nc3nc(N)nn32)cc1 (stereo not given)	1.3	13	0.0	4
COc1ccc(-n2c(C)c(C(C)=O)c3cc(OC(=O)c4ccccc4Br)ccc32)cc1	-1.9	12	1.3	5
COc1ccc(C2CC(C(F)(F)F)n3ncc(C(=O)N4CCc5cc(OC)c(OC)cc5C4C)c3N2)cc1OC (stereo not given)	-1.8	-11	0.1	-31
O=C(CCCCCn1c(SCc2c(F)cccc2Cl)nc2ccsc2c1=O)NCCc1ccccc1	0.2	11	0.2	-3
CN1CCN(c2ccc(CNS(=O)(=O)c3ccc(-c4ccon4)s3)cc2)CC1	0.1	7	-0.1	0
CC(C)N(CCNC(=O)C1CCN(c2ccc(Nc3nccc4ccccc34)nn2)CC1)C(C)C	3.0	5	0.0	0

# The listing continues:
# Under each structure – GPR151 activ	MITF inh	FBW7 activator	TEAD-YAP block
COC(=O)c1ccc2c(=O)n(Cc3ccc4c(c3)OCO4)c(SCC(=O)Nc3ccc(OC)cc3OC)nc2c1
 : 0.8	0	-0.1	4
Cc1[nH]nc2nc(SCC(=O)NCc3ccco3)n(-c3cccc(Cl)c3)c(=N)c12
 : 0.5	1	-0.1	-17
Cc1cc2c(o1)CCc1sc(N(C)C(=O)c3ccco3)nc1-2
 : 0.0	10	0.0	-27
CC(NC(=O)CCC1(Cc2ccco2)CCC(=O)N1)C12CC3CC(CC(O)(C3)C1)C2 (stereo not given)
 : 0.6	2	0.2	5
CCOc1ccc(C(C)=O)cc1CSc1nnc(-c2ccc(OC)cc2)o1
 : 0.3	10	0.0	0
COc1ccc(-c2nn(-c3ccccc3)cc2/C=N/n2cnnc2)cc1
 : 2.3	-1	-0.3	-36
O=C(CSc1cccc[n+]1[O-])NCCCc1ccccc1
 : 1.6	5	0.2	5
Cc1nc2c(c(=O)[nH]1)CN(C(=O)CN1Cc3ccccc3C1=O)CC2
 : -0.4	-6	-0.2	-3
COc1ccccc1-c1ccc(=O)n(C2CCCN(C(=O)c3cnn(C)c3C)C2)n1 (stereo not given)
 : 0.0	9	0.1	-2
Cc1ccc(NC(=O)C(=O)NCCC2CCCCN2S(=O)(=O)c2ccc(F)cc2)cc1 (stereo not given)
 : 2.2	17	0.1	3
COc1cc(C)c(S(=O)(=O)Nc2ccccc2F)cc1C
 : -0.6	-5	-0.2	1
O=S(=O)(NC1CCC(NS(=O)(=O)c2ccccc2)CC1)c1ccccc1 (stereo not given)
 : 0.2	-11	0.1	3
Cc1ccc(CC(=O)N2CC(C)OC(C)C2)cc1 (stereo not given)
 : 0.5	9	0.2	3
Cc1ccc(F)cc1Nc1nc2ccccc2n2c(C)nnc12
 : 0.9	-2	0.1	-7
Cc1ccc(C(=O)Nc2ccc(O)c(C)c2)cc1
 : -4.8	-5	-0.1	93*
O=C(Nc1ccc2oc(-c3cccnc3)nc2c1)c1ccc(-c2ccc(Cl)cc2)o1
 : -0.6	-9	-0.1	1
CSc1nc(-c2ccco2)nn1C(=O)c1ccc(C)cc1
 : -0.8	0	0.0	1
C#CCOc1ccc2ccccc2c1/C=c1\sc2n(c1=O)C(c1ccc(F)cc1)C(C(=O)OCC)=C(C)N=2 (stereo not given)
 : 0.4	0	-0.1	5
O=C(N/N=C/c1cccc(OCc2ccccc2)c1)C1CC1
 : 0.2	5	-0.1	3
O=C(Nc1cccc(-c2cnc3ccccc3n2)c1)c1cnccn1
 : -0.2	16	0.3	-5

# Some of the entries above, set out differently.
SMILES	GPR151 activ	MITF inh	FBW7 activator	TEAD-YAP block
CSc1nc(-c2ccco2)nn1C(=O)c1ccc(C)cc1	-0.8	0	0.0	1
C#CCOc1ccc2ccccc2c1/C=c1\sc2n(c1=O)C(c1ccc(F)cc1)C(C(=O)OCC)=C(C)N=2 (stereo not given)	0.4	0	-0.1	5
O=C(N/N=C/c1cccc(OCc2ccccc2)c1)C1CC1	0.2	5	-0.1	3

# Next part
# Under each structure – GPR151 activ	MITF inh	FBW7 activator	TEAD-YAP block
Cc1[nH]c2ccccc2c1C(=O)C(=S)N1CCCCC1
 : 0.8	9	-0.2	1
Cc1cccc(Oc2cc(NC(=O)c3cccc(Br)c3)cc([N+](=O)[O-])c2)c1
 : 2.0	6	0.8	6
Cc1ccc(Nc2nc(-c3ccc(I)cc3)cs2)cc1Cl
 : -0.1	11	0.5	11
CC(C)(O)C#Cc1ccc(C(c2ccc(C#CC(C)(C)O)cc2)(C(F)(F)F)C(F)(F)F)cc1
 : 1.0	13	-0.2	22
Cc1ccc(N2C(=O)C3C4C=CC(C5CC45)C3C2=O)cc1Cl (stereo not given)
 : 0.7	0	0.1	8
CC1=C(C(=O)Nc2ccccc2C)C(c2ccco2)C(C#N)=C(SCC(=O)Nc2cccc(Cl)c2)N1 (stereo not given)
 : 1.4	4	-0.1	-1
Cc1ccc(C(=O)Oc2cc(N)n(S(=O)(=O)c3ccc(Cl)cc3)n2)cc1
 : 0.0	17	0.2	10
O=c1c(NCCCN2CCCCCC2)c(-c2ccccc2)c1=O
 : 0.1	-5	0.5	-13
C/C(=N\NC(=O)C1(C)CC1(Br)Br)c1ccncc1 (stereo not given)
 : -0.4	0	-0.1	-3
O=C1CCCC2=C1C(c1ccco1)c1c([nH]n(-c3ccccc3)c1=O)N2 (stereo not given)
 : -1.3	16	0.2	6
C/C(=N\NC(=O)CNc1ccccc1Cl)C(C)(C)C
 : 5.9*	-5	-0.2	-9
Cc1ccc(/C(O)=C2\C(=O)C(=O)N(c3ccccn3)C2c2ccc(C(C)C)cc2)cc1 (stereo not given)
 : -0.2	4	0.0	4
CC(=O)C1C(c2ccc(C)cc2)c2c(n[nH]c2C)CC1(C)O (stereo not given)
 : 1.8	2	-0.1	14
N#Cc1c(N)c(C(=O)c2ccccc2)n2c1CCCC2
 : -0.6	18	0.0	-8
Cc1nc(-c2ccccn2)cc(N2CCN(CCO)CC2)n1
 : -0.4	11	-0.4	4
O=C(Nc1sccc1C(=O)Nc1cccc([N+](=O)[O-])c1)c1ccco1
 : 2.1	3	-0.2	39*
O=C(Oc1ccccc1)c1ccccc1O
 : -1.1	16	0.1	-14
Cc1cc(N(C)C)nc(NCCNC(=O)C(c2ccccc2)c2ccccc2)n1
 : 2.3	-16	-0.1	15
O=C(CN1C(=O)/C(=C\c2cccs2)SC1=S)Nc1cccc(O)c1
 : -1.3	2	0.1	13
O=C(Nc1cc2c(cc1[N+](=O)[O-])OCCO2)c1cc2nc(-c3cccs3)cc(C(F)(F)F)n2n1
 : 0.0	7	0.1	-2
CC(=O)NC(C)CNS(=O)(=O)c1ccc(C)cc1 (stereo not given)
 : -0.8	16	0.4	-2
CN(C(=O)c1n[nH]c(=O)c2ccccc12)C1CCCCC1
 : 0.6	2	0.0	-5
O=C1C=C(NCc2cccs2)CC(c2ccccc2)C1 (stereo not given)
 : -0.5	-3	-0.1	2
C/C(=N\Nc1cc(-c2ccccc2)nc(C)n1)c1ccc([N+](=O)[O-])cc1
 : -0.1	15	0.1	16
Cc1ccc(OCC(=O)N/N=C\c2ccc(F)cc2)c([N+](=O)[O-])c1
 : -0.3	5	0.1	13
COc1ccccc1CN1CCNC(=O)C1CC(=O)NCCSc1nncn1C (stereo not given)
 : 0.4	-4	0.0	3
CSc1ncc(Cl)c(C(=O)N2CCN(c3cccc(Cl)c3)CC2)n1
 : -0.7	10	0.2	39*
CC(C)n1cnc2c(NCc3cccnc3)nc(N3CCC(N4CCOCC4)CC3)nc21
 : -0.3	3	-0.1	18
CCc1ccc2occ(CC(=O)Nc3nnc(SC)s3)c2c1
 : -0.9	-4	0.1	1
CC1=C(C(=O)Nc2cccnc2)C(c2ccc(Cl)cc2)n2nc(-c3ccccc3)nc2N1 (stereo not given)
 : -0.1	6	0.0	16
O=C1Nc2ccccc2N(O)N1c1cc(Cl)ccc1O
 : 0.2	8	-0.1	0
Cc1ccc2nc(N3CCc4ccccc4C3)c3nncn3c2c1
 : -0.1	9	-0.1	-26
O=C(Nc1ccccc1O)/C(=C1\Nc2ccc([N+](=O)[O-])cc2N1)[N+](=O)[O-]
 : 0.8	1	0.1	-8
